Compound activity as filed in PubChem.
A549 tox: Nrf2 qHTS screen for inhibitors: counterscreen for cytotoxicity | AID 504648, 2011 | A549 ARE-Fluc cells, CellTiter-Fluor viability, 18-24 h | Potency, µM (series often up to 46 µM), for the others: at the top dose activity change, negative = cytotoxicity, actives largely listed as inhibitors | hit rate 0.16% among 390,000; note: % is set by controls: 0 for no effect and ±100 for the full control effect
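Cytotoxicity counterscreen: CellTiter-Fluor fluorescence was measured in A549 ARE_Fluc cells after 18-24 h of compound exposure in a concentration series. The subsequent BugLite luminescent read reports ARE-luciferase activity.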
Nrf2 inh: Nrf2 qHTS screen for inhibitors. Potency, µM (top dose mostly 46 µM), inactives show at the highest dose activity change, negative = inhibition, hits mostly inhibitors. hit rate 2.1% among 360,000. A549 ARE-Fluc reporter, luciferase luminescence, 18-24 h; note: % is set by controls: 0 for no effect and ±100 for the full control effect; nearly all actives have a fitted effect of over 60% in size
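A549 ARE_Fluc cells, 5000/well, 5% FBS OPTI-MEM; compounds in dose-response, 18-24 h at 37 °C/5% CO2; CellTiter-Fluor viability read (Ex 405/Em 525), then BugLite luciferase luminescence = Nrf2 activity.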
HepG2 viability: qHTS for Inhibitors of TGF-b: Cytotox Counterscreen; Potency, µM (titrated, usually from 46.1 µM), for the others: at the top dose activity change, negative = cytotoxicity, usual class: cytotoxic; AID 588856, 2011; hit rate 0.76% among 410,000; HepG2 CAGA-GFP viability, ATP luminescence, 18 h; note: some results filed as inactive show a strong effect at the top dose
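CellTiter-Glo luminescence gave cytotoxicity after 18 hours at 37 degrees C. The cells were HepG2 CAGA-GFP in 1% FBS DMEM, stimulated with 500 pg/mL TGF-beta after compound addition. %Activity was normalised to no-cell wells (complete cell-killing) and DMSO (no toxicity), and curves were fitted and classified.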
TGFb SMAD3 inh: qHTS for Inhibitors of TGF-b | HepG2 CAGA-GFP TGF-b/SMAD3 reporter, GFP fluorescence, 18 h; TGF-beta stimulated, 500 pg/mL final | Potency, µM (series often up to 46.1 µM), without a hit: at the highest dose activity, negative = inhibition, hits mostly inhibitors | hit rate 1.2% among 410,000; note: % is set by controls: 0 for no effect and ±100 for the full control effect; nearly all actives have a fitted effect of over 65% in size
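Cell-based qHTS in HEPG2 carrying a CAGA-GFP Smad reporter; compounds added before 500 pg/mL final TGF-beta, 18 h incubation at 37 degrees C, GFP fluorescence quantified per cell by imaging cytometry.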
EPAC2 antag: qHTS for Antagonist of cAMP-regulated guanine nucleotide exchange factor 2 (EPAC2): primary screen; Rap guanine nucleotide exchange factor 4 (Homo sapiens), Q8WZA2; EPAC2 GEF exchange of Rap1B-BODIPY-GDP, fluorescence; Potency, µM (doses to about 114 µM), for inactives: top-dose activity, negative = inhibition, usual class: inhibitors; hit rate 0.18% among 360,000; AID 720708, 2013; note: % is set by controls: 0 for no effect and ±100 for the full control effect; nearly all actives have a fitted effect of over 45% in size; many of its hits are not listed in these tables
Target sequence (Q8WZA2 whole entry, looked up): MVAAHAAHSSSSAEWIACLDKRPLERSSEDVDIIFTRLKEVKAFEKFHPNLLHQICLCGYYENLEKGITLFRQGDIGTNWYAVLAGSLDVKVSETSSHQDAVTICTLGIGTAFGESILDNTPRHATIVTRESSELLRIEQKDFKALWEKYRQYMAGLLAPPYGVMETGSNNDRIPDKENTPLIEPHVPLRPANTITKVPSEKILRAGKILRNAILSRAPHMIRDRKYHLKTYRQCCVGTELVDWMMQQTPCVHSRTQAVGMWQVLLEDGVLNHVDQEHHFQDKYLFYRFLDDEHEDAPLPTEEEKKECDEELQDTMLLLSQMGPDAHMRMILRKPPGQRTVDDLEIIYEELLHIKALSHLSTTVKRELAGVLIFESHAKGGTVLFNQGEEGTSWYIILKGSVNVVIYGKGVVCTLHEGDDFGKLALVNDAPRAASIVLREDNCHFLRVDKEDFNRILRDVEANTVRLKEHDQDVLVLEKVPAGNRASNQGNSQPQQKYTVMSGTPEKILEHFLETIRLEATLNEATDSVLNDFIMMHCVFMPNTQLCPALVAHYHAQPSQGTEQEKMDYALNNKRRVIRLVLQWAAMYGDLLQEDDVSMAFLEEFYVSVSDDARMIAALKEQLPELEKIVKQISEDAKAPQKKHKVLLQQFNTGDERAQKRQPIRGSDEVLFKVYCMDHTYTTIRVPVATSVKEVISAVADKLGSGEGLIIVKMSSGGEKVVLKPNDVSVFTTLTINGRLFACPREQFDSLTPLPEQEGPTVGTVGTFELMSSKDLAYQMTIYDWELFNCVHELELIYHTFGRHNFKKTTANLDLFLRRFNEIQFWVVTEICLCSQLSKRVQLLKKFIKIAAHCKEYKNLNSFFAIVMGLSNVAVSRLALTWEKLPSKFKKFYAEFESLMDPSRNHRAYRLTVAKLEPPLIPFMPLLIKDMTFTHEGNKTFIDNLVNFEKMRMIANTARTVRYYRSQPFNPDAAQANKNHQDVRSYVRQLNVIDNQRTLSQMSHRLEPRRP
MCF10A rereplic: A quantitative high throughput screen for small molecules that induce DNA re-replication in MCF 10a normal breast cells. hit rate 2.9% among 350,000. AID 624296, 2012. MCF 10A DNA re-replication, Hoechst nuclear intensity, 48 h. Potency, µM (series often up to 46.1 µM), without a hit: at the highest dose activity, positive = re-replication, hits mostly activators; note: % of control where 0% means no effect; nearly all actives have a fitted effect of over 50% in size
ATXN2 expr inh: Primary qHTS for Inhibitors of ATXN expression; HEK-293 ATXN2-luciferase reporter, luminescence, 24 h; hit rate 0.72% among 360,000; Potency, µM (doses to about 57 µM), without a hit: at the highest dose activity change, negative = inhibition, hits mostly inhibitors; AID 1745845, 2022; note: % is set by controls: 0 for no effect and ±100 for the full control effect; nearly all actives have a fitted effect of over 55% in size
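ATXN2-luciferase reporter cells (luciferase flanked by upstream and downstream ATXN2 gene portions) were treated 24 h at 37 °C with compounds at up to 57 uM. SteadyGlo luminescence gave expression; GF-AFC fluorescence gave viability.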
ATXN viability: Viability Counterscreen for Primary qHTS for Inhibitors of ATXN expression; hit rate 0.49% among 400,000; AID 651635, 2014; S2 cells (HEK-293 line with an ATXN2-luciferase reporter) viability, CellTiter-Fluor protease fluorescence, 24 h; Potency, µM (series often up to 56.7 µM), actives largely listed as cytotoxic; note: nearly all actives have a fitted effect of over 40% in size
Nrf2 activator: qHTS of Nrf2 Activators; AREc32 ARE-luciferase reporter (MCF7-derived line), luminescence, 24 h; Potency, µM (highest dose often 46.1 µM), without a hit: at the top dose activation, most hits filed as activators; hit rate 0.31% among 410,000; note: % of control where 0% means no effect; nearly all actives have a fitted effect of over 65% in size
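For detection, Steady-Glo was added and plates sat 30 min at RT; before that, AREc32_Fluc cells grown overnight in OPTI-MEM/5% FBS had been treated with 23 nL compound for 24 hr at 37 deg C.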
Numbers without * were called inactive; i = inactive; ? = inconclusive; nt = not tested or not shown; [ ] = another dose, or the depositor's remark. Calls come from the whole dose curve; as a rule, active = well fitted curve in the direction sought with a large enough effect; inconclusive = small, poorly fitted or top-dose-only effect, or another doubt; inactive = no such curve, though single readings can be large; an effect the other way counts as inactive or inconclusive. Potency is the fitted concentration of half-maximal effect. An excerpt, so the mix of outcomes need not match the whole.

SMILES	A549 tox	Nrf2 inh	HepG2 viability	TGFb SMAD3 inh	EPAC2 antag	MCF10A rereplic	ATXN2 expr inh	ATXN viability	Nrf2 activator
N#CC1=C(N)SC(N)=C(C#N)C1Cc1ccccc1	-7%	-2%	-28%	-9%	8%	?	-6%	i	4.7%
O=C(O)C1CCCCN1C(=O)c1cc2c(s1)CCCCC2 (stereo not drawn)	1%	-21%	-14%	-6%	2%	3%	-2%	i	-0.2%
CCN(Cc1nc2ccccc2c(=O)[nH]1)C(=O)C1CC(=O)N(c2cccc3ccccc23)C1 (stereo not drawn)	-13%	14%	-25%	-2%	-9%	-6%	5%	i	0.5%
COc1nc(NCc2ccc(Cl)cc2)nc(OC)n1	-2%	-4%	-25%	28%	3%	0%	1%	i	2.0%
O=c1cc(CSc2ccccc2)nc(-c2ccncc2)[nH]1	6%	18%	-17%	-14%	0%	14%	3%	i	0.3%
CC(=O)c1c(C)n(-c2ccc(Br)cc2)c2ccc(O)cc12	9%	-7%	-17%	1%	-6%	?	11%	i	-0.8%
Cc1ccc(C(=O)COC(=O)c2ccncc2)cc1[N+](=O)[O-]	-4%	2%	-4%	-4%	19%	0%	4%	i	0.0%
Cc1nc(-c2cccnc2)sc1CCNS(=O)(=O)c1ccc(F)cc1	13%	nt	-5%	11%	nt	nt	-2%	i	-1.6%
O=C1CS/C(=N/N=C/c2ccccc2)N1c1ccc(O)cc1	1%	-14%	5%	0%	6%	?	0%	i	-0.1%
O=C(NCc1ccco1)NC1CCCCC1	7%	22%	5%	23%	-5%	-1%	-5%	i	-0.3%
CC1CCN(c2nc(-c3ccc(C(C)(C)C)cc3)nc3ccccc23)CC1	-3%	?	-6%	15%	nt	nt	142%[activator]	i	6.3%
CC(C)(C)OC(=O)NCc1ccc(NC(=O)c2nc[nH]c2C(=O)N[C@@H](Cc2ccccc2)C(=O)OCc2ccccc2)cc1	-4%	-3%	-11%	?	2%	?	?	nt	-1.9%
Nc1nc(NCC(=O)O)nc(N2CCCCCC2)c1[N+](=O)[O-]	-16%	1%	-8%	-12%	17%	-6%	-22%	i	-0.2%
CCCC(O)(CCN1CCOCC1)c1ccc(Br)cc1 (stereo not drawn)	-5%	7%	-12%	-12%	-4%	8%	nt	nt	0.4%
CC(C)[C@H](NC(=O)N1CC(=O)Nc2ccccc21)C(=O)N[C@@H](Cc1ccccc1)C(=O)O	2%	7%	-18%	0%	12%	-2%	7%	i	-0.7%
COc1ccc(C(=O)Nc2ccccc2C(=O)NC(Cc2ccc(O)cc2)C(=O)NNC(=O)c2ccccc2)cc1 (stereo not drawn)	-8%	11%	5%	1%	-1%	?	12%	i	2.6%
S=c1[nH]nc(-c2cccnc2)n1/N=C/C=C/c1ccco1	-2%	4%	7%	8%	1%	-3%	-6%	i	?
O=C(CCN1C(=O)C2C3CCC(C3)C2C1=O)Nc1ccc(Cl)cc1Cl (stereo not drawn)	-1%	9%	-14%	2%	1%	6%	6%	i	0.6%
COc1cccc(OCc2nnc(SCC(=O)OCc3ccccc3)o2)c1	-1%	nt	9%	-12%	-1%	0%	5%	i	-0.4%
COc1ccc(-c2cnn3c(N)c(S(=O)(=O)c4ccccc4)cnc23)cc1	-4%	-12%	-2%	-17%	-3%	1%	5%	i	-0.6%
Cc1ccc(NS(=O)(=O)c2ccc(Cl)c(C(=O)O)c2)cc1S(=O)(=O)N1CCOCC1	2%	-3%	-2%	-6%	-22%	0%	-1%	i	-0.2%
O=C(Oc1c(Cl)cc(Cl)c2cccnc12)c1cccc([N+](=O)[O-])c1	-17%	?	-5%	?	5%	10µM*	20µM*	i	22%
CC(=O)NS(=O)(=O)c1ccc(N2C(=O)CC(Sc3nccc(C)n3)C2=O)cc1 (stereo not drawn)	?	-15%	2%	6%	-11%	-5%	-23%	nt	-0.8%
CCOc1cc(N2CCOCC2)c(OCC)cc1NC(=S)NCCCOC	1%	-15%	21%	1%	12%	3%	-10%	i	-0.1%

An excerpt from above in order of length of the SMILES, highest first:
SMILES	A549 tox	Nrf2 inh	HepG2 viability	TGFb SMAD3 inh	EPAC2 antag	MCF10A rereplic	ATXN2 expr inh	ATXN viability	Nrf2 activator
CC(C)[C@H](NC(=O)N1CC(=O)Nc2ccccc21)C(=O)N[C@@H](Cc1ccccc1)C(=O)O	2%	7%	-18%	0%	12%	-2%	7%	i	-0.7%
CC(=O)NS(=O)(=O)c1ccc(N2C(=O)CC(Sc3nccc(C)n3)C2=O)cc1 (stereo not drawn)	?	-15%	2%	6%	-11%	-5%	-23%	nt	-0.8%
O=C(Oc1c(Cl)cc(Cl)c2cccnc12)c1cccc([N+](=O)[O-])c1	-17%	?	-5%	?	5%	10µM*	20µM*	i	22%
COc1ccc(-c2cnn3c(N)c(S(=O)(=O)c4ccccc4)cnc23)cc1	-4%	-12%	-2%	-17%	-3%	1%	5%	i	-0.6%
O=C(CCN1C(=O)C2C3CCC(C3)C2C1=O)Nc1ccc(Cl)cc1Cl (stereo not drawn)	-1%	9%	-14%	2%	1%	6%	6%	i	0.6%
Nc1nc(NCC(=O)O)nc(N2CCCCCC2)c1[N+](=O)[O-]	-16%	1%	-8%	-12%	17%	-6%	-22%	i	-0.2%
COc1cccc(OCc2nnc(SCC(=O)OCc3ccccc3)o2)c1	-1%	nt	9%	-12%	-1%	0%	5%	i	-0.4%
S=c1[nH]nc(-c2cccnc2)n1/N=C/C=C/c1ccco1	-2%	4%	7%	8%	1%	-3%	-6%	i	?
CCOc1cc(N2CCOCC2)c(OCC)cc1NC(=S)NCCCOC	1%	-15%	21%	1%	12%	3%	-10%	i	-0.1%
CCCC(O)(CCN1CCOCC1)c1ccc(Br)cc1 (stereo not drawn)	-5%	7%	-12%	-12%	-4%	8%	nt	nt	0.4%

Remaining list, next part:
SMILES	A549 tox	Nrf2 inh	HepG2 viability	TGFb SMAD3 inh	EPAC2 antag	MCF10A rereplic	ATXN2 expr inh	ATXN viability	Nrf2 activator
O=C(C=Cc1ccco1)N1CCOCC1	0%	-10%	6%	14%	1%	-3%	4%	i	5.7%
COc1ccc(CCNC(=O)COC(=O)Cc2ccccc2[N+](=O)[O-])cc1	-3%	1%	9%	30%	10%	-8%	7%	i	0.1%
COc1ccc(CCNS(=O)(=O)CC23CCC(CC2=O)C3(C)C)cc1OC (stereo not drawn)	-6%	-25%	-6%	-8%	16%	?	nt	i	-0.8%
CCc1nc(SCc2cc(=O)[nH]c3ccccc23)c2c(C)c(C)sc2n1	10%	-2%	-21%	-9%	17%	-2%	-9%	i	3.4%
Cc1ccc(C)c(N2CCN(C(=O)Cn3c(=O)oc4cc(S(=O)(=O)N5CCCC5)ccc43)CC2)c1	1%	-8%	18%	4%	-26%	6%	1%	i	1.3%
O=[N+]([O-])c1ccc(N2CCN(c3ccc(F)cc3)CC2)cn1	-5%	-11%	-3%	-5%	2%	-1%	-14%	i	2.8%
CC(=O)N1CCOc2ccc(S(=O)(=O)N(C)c3cccc(C)c3)cc21	1%	?	-3%	1%	?	?	nt	?	1.6%
COc1ccccc1C(CNC(=O)c1ccc(C)c(S(=O)(=O)N2CCCCC2)c1)N(C)C (stereo not drawn)	-2%	8%	-50%	-18%	-4%	-3%	nt	i	0.6%
Cc1nn2c(COc3ccc(NC(=O)c4ccccc4)cc3)nnc2c2ccccc12	-15%	?	-52%	?	-4%	8%	nt	i	-0.4%
CCOc1ccc(/C=N/Nc2cc(N3CCOCC3)nc(C)n2)c(O)c1	3%	?	-22%	-10%	-2%	?	-64%	i	0.2%
Cc1ccc(C(=O)OCC(=O)Nc2ccccc2Cl)c(O)c1	0%	4%	-10%	0%	1%	10%	-4%	i	10.0%
COc1cc2cc(CCCOC(=O)c3ccc(C(F)(F)F)cc3)oc(=O)c2cc1OC	12%	11%	-3%	2%	-11%	-3%	-10%	i	-0.9%
COc1ccc(Cc2noc(CN3CCCN(Cc4ccc(F)cc4)CC3)n2)cc1OC	-1%	19%	-22%	-18%	2%	-2%	-20%	i	0.6%
COc1ccccc1NC(=O)COC(=O)c1ccc([N+](=O)[O-])s1	4%	-5%	-13%	?	?	-14%	nt	i	9.4%
CCCNC(=O)C/C(C)=N/NC(=O)C(=O)Nc1ccccn1	0%	3%	-2%	1%	7%	4%	?	i	0.9%
COc1ccccc1CNC(=O)C(=O)NCC1OCCN1S(=O)(=O)c1ccccc1 (stereo not drawn)	-4%	1%	-10%	?	3%	0%	-5%	i	0.5%
COc1ccc(C2NC(=O)CCC2[N+](=O)[O-])c(OC)c1 (stereo not drawn)	-10%	-15%	-10%	17%	-5%	11%	-2%	i	-0.6%
COc1ccc(NC(=O)c2nc[nH]c2C(=O)N(C)Cc2ccccc2)cc1	4%	-9%	-10%	-7%	12%	-3%	-3%	i	4.7%
COc1cccc(/C=C/C(=O)NNC(=O)c2ccncc2)c1	-4%	1%	0%	-19%	4%	5%	-2%	i	-0.9%
CN(C(=O)c1cc2c(=O)oc3ccccc3c2s1)c1ccc(F)cc1	2%	5%[9.27 µM]	-2%	-11%	nt	nt	3%	i	0.1%
